TAAR1 ag = agonists of human TAAR1; Q96RJ0; CHO RD-HGA16 TAAR1, Fluo-8 calcium fluorescence; vehicle wells 0%, saturating PEA agonist 100%; activation, % at 3 µM; 360,000 compounds, 0.99% hits; AID 624467;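 active = activation above the mean activation of all test compounds in the run plus 3 SD, cut at about 38% in these data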
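Repeats: no replicates (n 1) | Material: CHO-derived RD-HGA16 cells with stable Gα16 and human TAAR1 | Technique: Kinetic Fluo-8 calcium fluorescence | Schedule: 17-24 h seeding, 75 min 37 °C dye, 30 min RT | Evaluation: % activation from peak over basal fluorescence ratio, DMSO-to-PEA scaled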
CHRM1 agonist = activates human CHRM1 receptor | P11229 | CHO-K1 hM1, Fluo-8 calcium fluorescence, agonist mode; 0% DMSO, 100% acetylcholine EC100 | activation, % at 3 µM | 360,000 compounds, 0.33% hits | AID 588814;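 active = activation above the run's mean compound activation plus 3 SD, cut at about 16% in these data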;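 note: peak over basal fluorescence ratio within a 140 s kinetic read after compound addition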
Target sequence (P11229 whole entry, looked up): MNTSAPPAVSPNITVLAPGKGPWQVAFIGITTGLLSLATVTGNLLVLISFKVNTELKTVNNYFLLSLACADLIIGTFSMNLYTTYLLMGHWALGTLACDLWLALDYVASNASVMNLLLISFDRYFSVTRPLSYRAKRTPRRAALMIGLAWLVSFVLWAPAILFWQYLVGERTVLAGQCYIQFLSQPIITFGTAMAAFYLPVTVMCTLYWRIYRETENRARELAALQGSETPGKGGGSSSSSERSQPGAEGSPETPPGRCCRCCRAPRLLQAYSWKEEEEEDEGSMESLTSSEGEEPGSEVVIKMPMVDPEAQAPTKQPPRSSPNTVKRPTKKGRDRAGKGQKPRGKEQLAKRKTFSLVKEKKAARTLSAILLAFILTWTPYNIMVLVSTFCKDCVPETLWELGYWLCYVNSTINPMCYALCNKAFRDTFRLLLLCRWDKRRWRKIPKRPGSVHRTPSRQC
CHO parental Ca = counter-screen for OX1R antagonists: effect in parental CHO cells; parental CHO-K1, ATP-induced calcium, Fluo-8 fluorescence; inhibition, % at 5.6 µM; 330,000 compounds, 0.63% hits; AID 463079;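 active = inhibition above that plate's mean sample inhibition plus 3 SD, cut at about 26% in these data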;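 note: 0% = ATP-challenged DMSO wells and 100% = DMSO wells without ATP; some compounds past the cut are filed as inactive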
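Assay system – parental CHO cells · Reagent – ATP stimulus · Detection – intracellular calcium via Fluo-8 no-wash fluorescent dye · Evaluation – percent inhibition of ATP-evoked calcium rise, normalized to controls · Controls – ATP wells versus no-ATP DMSO wells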
CHO-K1 Ca ag = counter-screen for M1 agonists: effect in parental CHO-K1 cells; Fluo-8 calcium fluorescence; scaled to maximal ATP response, vehicle zero; activation, % at 3 µM; 360,000 compounds, 0.48% hits; AID 602248; in the data active = activation above about 15%;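 note: untransfected CHO-K1 host cells lacking M1 receptor as counterscreen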
TAAR1 antagonist = antagonists of human TAAR1. Q96RJ0. CHO RD-HGA16 TAAR1, Fluo-8 calcium fluorescence, antagonist. AID 624466. 360,000 compounds, 1.5% hits. inhibition, % at 3 µM;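 active = inhibition above a per-plate cutoff, the mean inhibition of test compounds on that plate plus 3 SD, cut at about 49% in these data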;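 note: 0% = DMSO plus EC80 beta-PEA response and 100% = DMSO alone without agonist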
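Material: CHO RD-HGA16 cells bearing hTAAR1; compound dosing: one-point dosing, 3 µM nominal final; schedule: dye loading 75 min at 37 °C, then 30 min room temperature; measured by: calcium fluorescence with Fluo-8; control set: vehicle and agonist controls; replication: n of 1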
M1 antag = antagonists of human M1 muscarinic receptor. P11229. CHO-K1 hM1, Fluo-8 calcium fluorescence, ACh EC80 antagonist. inhibition, % at 3 µM. 360,000 compounds, 1.3% hits. AID 588852;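 active = percent inhibition above its own plate's cutoff, namely the mean of that plate's compound wells plus 3 SD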;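 note: peak over basal fluorescence ratio during 140 s after agonist addition; 0% = ACh EC80 plus DMSO and 100% = DMSO alone without agonist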
CHO-K1 Ca antag = counter-screen for M1 antagonists: effect in parental CHO-K1 cells; ATP-induced calcium, Fluo-8 fluorescence; inhibition, % at 3 µM; 360,000 compounds, 0.6% hits; AID 602250;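 active = inhibition above a per-plate cutoff, the plate's mean sample inhibition plus 3 SD, cut at about 24% in these data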;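 note: 0% = DMSO plus EC80 ATP and 100% = DMSO alone without ATP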
CHO-K1 Ca PAM = nonselective activator or artifact in parental CHO-K1 calcium assay; ATP EC20, Fluo-8 calcium fluorescence; 0% at ATP EC20, 100% at ATP max; activation, % at 3 µM; 360,000 compounds, 0.02% hits;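 active = activation above the run cutoff, the mean activation of all test compounds plus 3 SD, cut at about 40% in these data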;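 note: peak over basal fluorescence ratio in a 140 s read after ATP addition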
OXTR potentiator = potentiators of human oxytocin receptor; activation, % at 3 µM; 320,000 compounds, 0.061% hits; AID 2445; CHO-OTR cells, Fluo-8 calcium fluorescence, potentiator mode; 0% = oxytocin EC15, 100% = EC100;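 active = activation above that plate's cutoff, the mean activation of tested compounds plus 3 SD, cut at about 6.6% in these data, passing the limit was not always enough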;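 note: 100% uses oxytocin at 75 nM as the full agonist control; some results filed as inactive read as strong as hits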
Target sequence (P30559 whole entry, looked up): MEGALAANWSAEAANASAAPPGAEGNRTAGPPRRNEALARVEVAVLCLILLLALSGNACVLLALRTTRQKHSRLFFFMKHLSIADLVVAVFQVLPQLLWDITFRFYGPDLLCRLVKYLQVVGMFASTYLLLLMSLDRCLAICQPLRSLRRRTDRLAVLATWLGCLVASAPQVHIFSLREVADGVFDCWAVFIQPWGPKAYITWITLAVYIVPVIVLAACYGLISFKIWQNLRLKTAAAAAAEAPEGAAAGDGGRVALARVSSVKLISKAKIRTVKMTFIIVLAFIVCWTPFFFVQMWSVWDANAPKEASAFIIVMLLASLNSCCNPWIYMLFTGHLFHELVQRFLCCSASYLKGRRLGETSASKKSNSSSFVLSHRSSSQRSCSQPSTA
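Measured by – Fluo-8 calcium dye fluorescence · Test system – human OTR in CHO cells · Dosing – one concentration, 3.0 µM compound · Controls – EC15 oxytocin alone as 0%, 75 nM oxytocin as 100% · Evaluation – normalized max/min fluorescence ratio, % activation · Timing – 6 min pre-incubation, 100 s read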
Starred values were filed as active, the others as inactive; / = not tested or not shown.

SMILES	TAAR1 ag	CHRM1 agonist	CHO parental Ca	CHO-K1 Ca ag	TAAR1 antagonist	M1 antag	CHO-K1 Ca antag	CHO-K1 Ca PAM	OXTR potentiator
COc1cc(Br)c(C(C)NC(=O)c2cccc(Br)c2)cc1OC (stereo not given)	14	0	-23	3.8	7	-1	2	5	-8
Cc1nc(C(F)(F)F)ccc1C(=O)Nc1ccc(C(F)(F)F)cn1	13	-2	-16	5.3	-25	1	-15	7	4
Cc1cc(C)n(-c2ccc(C(=O)Nc3cccnc3)cc2)n1	1	-2	-4	1.9	-6	-11	-7	9	-4
O=C(C(Cc1ccccc1)NS(=O)(=O)c1cccc2cccnc12)N1CCc2ccccc21 (stereo not given)	-1	-2	2	0.0	9	-10	-8	16	-4
Cc1cc2nc(-c3ccc(Cl)cc3)c(Cc3cccc(Cl)c3)n2c(C)c1Br	0	/	/	0.7	-19	/	-11	5	/
COc1ccc(OC)c(/C=N/NC(=S)NCCc2ccccc2)c1	3	-2	/	-0.1	-20	-3	-6	11	/
O=C(/C=C/c1ccccc1)N1CCN(CC(O)COc2ccccc2)CC1 (stereo not given)	8	-1	-18	0.8	-16	-13	1	16	-6
Cn1cnc2c1c(=O)n(CC(O)CO)c(=O)n2C (stereo not given)	1	0	-8	0.4	7	29*	6	2	-5
COc1ccc(C(=O)NNC(=O)CN(C)S(=O)(=O)c2ccc(Cl)cc2)c(OC)c1OC	-1	-4	-23	1.2	-7	-20	-9	22	-1
COc1ccc(/C=C2/N=C3CCCCCN3C2=O)cc1OC	11	-2	-19	-0.2	-9	-9	-8	15	-15
COc1cccc(C(=Cc2ccc([N+](=O)[O-])cc2)C(=O)O)c1	-1	-2	/	0.2	-10	-9	-3	2	/
CCN(CC(=O)Nc1cc(Cl)ccc1C)C(=O)c1ccc(=O)n(Cc2ccccc2)n1	0	-2	-16	0.1	-12	-9	0	-26	-7
OCC[C@H]1C[C@H](O)[C@@H](O)[C@]2(Cc3ccccc3O2)O1	2	0	-9	-0.5	7	9	13	-18	0
Cc1cccc(N2CCN(c3ccc(NC(=O)/C=C\C(=O)O)cc3)CC2)c1	0	-13	10	-0.2	-22	16	11	-13	-3
COc1ccc(NC(=O)COC(=O)c2ccc(OCc3ccccc3Cl)c(OC)c2)c(OC)c1	0	-5	-6	0.3	-4	2	-5	9	-6
CC(=O)Nc1cccc(NC(=O)C(=O)c2cn(CC(=O)N3CCCC3)c3ccccc23)c1	9	1	/	1.8	-3	-4	-4	10	/
COc1cccc(C2NC(=O)CCC2[N+](=O)[O-])c1 (stereo not given)	0	2	-1	-0.1	-9	-12	1	-4	5
CCOC(=O)CNC(=O)CCc1nnc2ccc(N3CCC(C)CC3)nn12	-1	-9	-10	-0.1	-16	-11	-16	13	1
COc1cc(C2C3=C(CC(C)(C)CC3=O)N(C)C3=C2C(=O)CC(C)(C)C3)cc(Br)c1O	-1	-4	0	0.0	13	-11	-11	10	4
CC(C)CCOP(=O)(c1ccc(N(C)C)cc1)C(O)c1ccccc1F (stereo not given)	14	-6	-8	1.3	7	-8	1	12	-5
CCCC(=O)Nc1nc(-c2ccc(Cl)s2)cs1	2	-6	1	0.9	12	5	-10	-1	-15
CCCCC(CC)CNC(=O)c1[nH]c(C)c(C(C)=O)c1C (stereo not given)	5	4	0	4.0	18	1	13	9	-10
Cc1ccc(NC(=O)c2ccco2)cc1NC(=O)CSc1nnc(-c2cccs2)n1C	8	-4	-34	4.4	2	-1	2	4	-11
CC(C)C(=O)Nc1ccc(Br)cc1Cl	-1	-11	-6	-1.9	-6	-3	56*	-13	-14
Cc1cc(C)cc(C(=O)Nc2cccnc2)c1	17	0	-5	0.1	-2	-20	-5	9	1
CC1(C)Cc2c(sc3nc(C4CCCCC4)n(N)c(=O)c23)CO1	4	-2	-28	2.2	-24	-16	-4	19	-8
CC(NC(=O)C1CCCN1S(=O)(=O)c1cccc2cccnc12)c1ccccc1 (stereo not given)	2	0	-16	0.5	-4	-5	-2	2	4
Cc1cn([C@H]2C[C@H](O)[C@@H](CCC(=O)NCC3CCCO3)O2)c(=O)[nH]c1=O (stereo not given in full)	2	-3	/	0.9	-4	-26	-24	16	/
Cc1cc(C)nc(N(C#N)Cc2cccc(Cl)c2)n1	8	-2	-19	-0.9	6	-4	-4	-11	-16
CNS(=O)(=O)c1cccc(C(=O)OCC(=O)c2cc(C)n(-c3ccc4c(c3)OCO4)c2C)c1	0	-4	15	1.5	46	18	-3	2	-28
COc1ccc(N(C)S(=O)(=O)c2ccc3c(c2)NC(=O)CO3)c(OC)c1	6	0	-7	3.6	-14	7	-4	-12	-4
O=C(CC1C(=O)NCCN1Cc1ccccc1C(F)(F)F)NC1CCCC1 (stereo not given)	1	-2	-13	0.7	-13	-5	-2	15	0
COc1ccc(NC(=O)c2csc(C)c2)cc1OC	1	-1	-6	0.1	-6	0	4	-12	-1
O=C(CSc1ccccn1)Nc1ccc(Cl)cn1	5	-8	-2	-0.1	-2	-4	-2	16	3
O=C(COC(=O)COc1ccc2ccccc2c1)NCC(F)(F)F	5	-2	-1	9.0	-9	-11	-11	2	-11
Cc1ncoc1C(=O)NC1CC(C)(C)Cc2c1cnn2-c1ccccc1 (stereo not given)	0	-1	/	-0.3	-13	7	13	-18	/
COc1ccc(C(=O)Nc2ccc(NC(=O)c3cnccn3)cn2)cc1	0	0	1	0.0	3	1	-4	7	-3
NC(Cc1ccc(Cl)cc1)c1csc(Nc2ccc(C(F)(F)F)cn2)n1 (stereo not given)	45*	5	/	0.3	33	2	1	-1	/
CNc1cnc(-c2ccccc2OC)cn1	0	-4	/	0.6	-21	-2	-5	4	/
CCC(C)OC(=O)c1[nH]c2c(c1C)C(=O)CC(c1ccc(N(C)C)cc1)C2 (stereo not given)	4	-4	-4	5.4	41	14	-1	-5	-7
CCn1c(SCC(=O)NCCc2ccc(OC)c(OC)c2)nc2c([nH]c3ccccc32)c1=O	4	-3	/	1.7	8	-11	-1	4	/
COc1ccc2nc(N(Cc3ccccc3)C(=O)CCNC(C)=O)sc2c1	0	-2	-12	0.4	-13	-5	-12	5	-7
COc1ccc(OC)c(/C=N/NC(=O)c2c(C)nc3ccc(C)cn23)c1	-2	-4	-17	0.8	7	-11	-8	9	-1
CC(=O)OC1=Cc2c(ccc3ccc(=O)oc23)OC1(C)C	22	-4	-18	0.5	0	-1	-9	12	-12
CN(c1ccc(C(=O)NCCSCc2c(F)cccc2Cl)cc1)S(C)(=O)=O	2	-3	-11	-0.1	22	2	-3	-12	-9

4 of these compounds in another layout:
Under each structure – TAAR1 ag	CHRM1 agonist	CHO parental Ca	CHO-K1 Ca ag	TAAR1 antagonist	M1 antag	CHO-K1 Ca antag	CHO-K1 Ca PAM	OXTR potentiator
O=C(CC1C(=O)NCCN1Cc1ccccc1C(F)(F)F)NC1CCCC1 (stereo not given)
→ 1	-2	-13	0.7	-13	-5	-2	15	0
COc1ccc(OC)c(/C=N/NC(=O)c2c(C)nc3ccc(C)cn23)c1
→ -2	-4	-17	0.8	7	-11	-8	9	-1
Cc1ncoc1C(=O)NC1CC(C)(C)Cc2c1cnn2-c1ccccc1 (stereo not given)
→ 0	-1	/	-0.3	-13	7	13	-18	/
COc1ccc2nc(N(Cc3ccccc3)C(=O)CCNC(C)=O)sc2c1
→ 0	-2	-12	0.4	-13	-5	-12	5	-7

(list continues)
SMILES	TAAR1 ag	CHRM1 agonist	CHO parental Ca	CHO-K1 Ca ag	TAAR1 antagonist	M1 antag	CHO-K1 Ca antag	CHO-K1 Ca PAM	OXTR potentiator
COc1ccccc1C(=O)NC(=O)COC(=O)c1cccc(NC(C)=O)c1	3	0	-10	0.3	-41	-4	5	-14	-6
NS(=O)(=O)c1ccc(CNC(=O)c2ccncc2)cc1	2	1	-3	0.7	3	-22	-6	10	-3
COc1ccc(/C=C2\SC(=S)N(CC(=O)N(C)C3CCS(=O)(=O)C3)C2=O)cc1 (stereo not given)	1	-5	-13	1.9	-8	-3	-10	9	1
O=C(NCCS(=O)(=O)N1CCCCCC1)c1ccccc1	1	-2	-6	-0.1	-2	9	6	-27	-4
CNC(=O)OC(C)CNS(=O)(=O)c1ccc(C)cc1 (stereo not given)	0	-2	-17	0.3	-12	-3	-12	20	0
CC(NC(=O)C(Cc1ccccc1)N1C(=O)C2C3CCC(C3)C2C1=O)c1ccccc1 (stereo not given)	4	-3	-15	1.0	-15	-8	-9	-1	-1
COC(=O)/C(=C/N(C)C)C(=O)N1CCN(c2ccc(Cl)c(Cl)c2)CC1	10	-3	-1	7.3	-7	0	9	14	-13
CCNC(=O)OCc1cn(-c2ccccc2)nn1	0	-7	4	0.3	9	-8	-2	16	-9
CCc1noc(C)c1C(=O)N1CCCC(C(=O)c2cc(F)ccc2OC)C1 (stereo not given)	3	-4	-4	0.8	-6	-3	2	-6	-1
COC(=O)Cn1cnc2scc(-c3ccc(C)c(C)c3)c2c1=O	6	-4	-13	2.4	8	2	0	13	-14
O=C1NC2(CCCCC2)C(=O)N1/N=C/c1ccccc1Br	6	-2	-22	-0.7	14	17	-4	-12	-14
CC(C)NC(=O)C12CC3CC(C1)CC(n1cnc(Cl)n1)(C3)C2	3	-4	-3	-0.1	2	-7	17	-7	-3
C=CCOn1c(=O)c(-c2ccc(OC)cc2)[n+]([O-])c2ccccc21	0	-5	-1	0.4	4	5	3	2	-8
CSCC[C@H](NC(=O)COc1ccc(Cl)cc1Cl)c1nc2ccccc2[nH]1	5	-8	-20	2.2	15	5	-11	12	-5
Cc1ccc(S(=O)(=O)NCCCNC(=O)c2ccccc2)cc1	1	-5	-5	0.1	1	3	0	3	-6
CCOc1ccc(Cl)cc1S(=O)(=O)N1CCC(C(=O)NCC2CCCO2)CC1 (stereo not given)	1	1	-9	0.3	-10	-6	-11	8	-3
CCOC(=O)C1(CC2CC2)CCN(Cc2cnc(-c3ccc(OC)cc3)nc2)CC1	16	11	-1	0.8	-18	8	3	0	-7
CC(C)(C)NC(=O)CSCc1c(Cl)cccc1Cl	-1	-9	-12	0.1	-4	10	-9	24	-5

Record cards, as listed above. Order of values: TAAR1 ag	CHRM1 agonist	CHO parental Ca	CHO-K1 Ca ag	TAAR1 antagonist	M1 antag	CHO-K1 Ca antag	CHO-K1 Ca PAM	OXTR potentiator
CNC(=O)OC(C)CNS(=O)(=O)c1ccc(C)cc1 (stereo not given) is listed with 0	-2	-17	0.3	-12	-3	-12	20	0
Cc1ccc(S(=O)(=O)NCCCNC(=O)c2ccccc2)cc1 is listed with 1	-5	-5	0.1	1	3	0	3	-6
